High-throughput results as filed in PubChem BioAssay.
CCR6 antagonist = antagonists of human CCR6 receptor. P51684. CHO-K1 CCR6 PathHunter beta-arrestin, luminescence, CCL20-stimulated. inhibition, % at 20 µM. 340,000 compounds, 0.49% hits. AID 493098;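 active means compounds whose inhibition of the agonist-driven luminescence signal at 20 µM reaches about 50%, limit read from the data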;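 further: cells stimulated with CCL20 at 14 nM final; plate controls were DMSO with CCL20 for no effect and DMSO without agonist for full effect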
Target sequence (P51684 whole entry, looked up): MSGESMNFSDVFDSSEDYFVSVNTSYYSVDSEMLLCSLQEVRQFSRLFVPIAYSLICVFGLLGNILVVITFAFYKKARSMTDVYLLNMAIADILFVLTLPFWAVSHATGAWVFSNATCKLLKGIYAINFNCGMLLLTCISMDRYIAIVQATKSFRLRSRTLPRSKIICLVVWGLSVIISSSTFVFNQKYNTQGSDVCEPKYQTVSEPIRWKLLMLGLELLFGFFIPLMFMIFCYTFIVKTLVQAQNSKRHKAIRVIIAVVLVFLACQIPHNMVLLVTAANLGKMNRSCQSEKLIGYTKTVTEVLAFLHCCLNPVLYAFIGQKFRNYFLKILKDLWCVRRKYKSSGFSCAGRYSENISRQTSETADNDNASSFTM
Mdm2 MdmX PPI = human Mdm2/MdmX binding inhibition. inhibition, % at 8 µM. 330,000 compounds, 3% hits. SaOS-2 split-luciferase Mdm2/MdmX complementation, luminescence;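 active means inhibition of at least 50% at 8 µM in the primary screen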
APJ ag = APJ receptor agonism; P35414; CHO-K1 APJ PathHunter beta-arrestin, luminescence; 0% DMSO wells, 100% apelin; activation, % at 20 µM; 330,000 compounds, 0.11% hits; AID 2520;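 active means activation more than six SD over the plate average, tested at 20 µM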;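 further: 0% = DMSO alone and 100% = apelin-13 at 10 nM; some results filed as inactive read as strong as hits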
Target sequence (P35414 whole entry, looked up): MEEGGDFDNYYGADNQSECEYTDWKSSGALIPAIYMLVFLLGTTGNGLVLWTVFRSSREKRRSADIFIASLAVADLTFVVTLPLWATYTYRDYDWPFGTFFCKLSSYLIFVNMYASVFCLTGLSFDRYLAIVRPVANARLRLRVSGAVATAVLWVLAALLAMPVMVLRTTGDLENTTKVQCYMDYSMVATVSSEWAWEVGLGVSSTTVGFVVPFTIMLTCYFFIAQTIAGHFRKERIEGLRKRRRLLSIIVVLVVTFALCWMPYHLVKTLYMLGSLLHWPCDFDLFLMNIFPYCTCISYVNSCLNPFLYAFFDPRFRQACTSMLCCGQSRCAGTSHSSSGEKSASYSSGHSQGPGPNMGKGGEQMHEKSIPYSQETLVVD
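system = engineered CHO-K1 APJ arrestin reporter cells | input = 1000 cells per well | timing = overnight seeding, 90 min compound at 25 °C, 1 h detection | measured by = enzyme-fragment complementation luminescence | read-out = beta-arrestin recruitment to APJ as agonist activity, luminescent signal | control set = negative DMSO alone, positive Apelin-13 at 10 nM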
UPR CHOP act = apoptotic UPR (CHOP) activation. CHO-CHOP luciferase reporter, luminescence; percent of tunicamycin response over DMSO baseline. activation, % at 10 µM. 330,000 compounds, 0.34% hits. AID 449763;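 active means at 10 µM dose, activation of 40% or more, normalized to positive control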;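 further: 100% = tunicamycin at 10 µg/mL and 0% = DMSO alone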
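Assay system: CHO cells with stable CHOP pathway luciferase reporter; Buffer or medium: F12 plus 10% serum; Times: 16-18 h cell attachment, then 6 h compound exposure, 37 °C; Signal: luciferase luminescence; Read-out basis: percent activation relative to tunicamycin control; Control set: tunicamycin high control, DMSO low control.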
tim23-1 inh = growth inhibitors of tim23-1 mutant yeast; S. cerevisiae tim23-1 growth, BacTiter-Glo luminescence, 24 h; inhibition, % at 20 µM; 330,000 compounds, 1.3% hits;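 active means growth inhibition of the mutant yeast at or above 50%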;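 further: temperature-sensitive mutant grown at 25 °C; plate controls were DMSO-treated mutant yeast for no effect and medium wells lacking yeast for full effect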
XBP1 UPR activ = adaptive UPR (XBP1) activation; CHO-XBP1 luciferase reporter, IRE1-XBP1 UPR activation, luminescence; percent of tunicamycin response, DMSO as zero; activation, % at 20 µM; 330,000 compounds, 0.33% hits;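 active means versus positive control, 20 µM dose yields 30% or more activation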;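 further: 100% = tunicamycin at 10 µg/mL and 0% = DMSO only wells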
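Material: CHO cell line with stable XBP1 luciferase reporter; schedule: 16-18 h cell attachment at 37 °C, then 6 h compound exposure; signal: glow luminescence from Steady-Glo reagent; medium: serum-containing F12 medium, 10% FBS; benchmarks: tunicamycin 10 µg/mL and vehicle-only wells; read-out: percent activation relative to tunicamycin reference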
EBI2 block = antagonists of human EBI2 receptor. P32249. EBI2 beta-arrestin recruitment, luminescence, 7a,25-OHC stimulated. inhibition, % at 5 µM. 360,000 compounds, 0.81% hits. AID 651636; in the data active means inhibition above about 38%;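 further: enzyme fragment complementation signal reports receptor beta-arrestin coupling in cells; 0% = agonist plus DMSO wells and 100% = wells without agonist; some results beyond the cut were filed as inactive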
Target sequence (P32249 whole entry, looked up, the tested form may be a part): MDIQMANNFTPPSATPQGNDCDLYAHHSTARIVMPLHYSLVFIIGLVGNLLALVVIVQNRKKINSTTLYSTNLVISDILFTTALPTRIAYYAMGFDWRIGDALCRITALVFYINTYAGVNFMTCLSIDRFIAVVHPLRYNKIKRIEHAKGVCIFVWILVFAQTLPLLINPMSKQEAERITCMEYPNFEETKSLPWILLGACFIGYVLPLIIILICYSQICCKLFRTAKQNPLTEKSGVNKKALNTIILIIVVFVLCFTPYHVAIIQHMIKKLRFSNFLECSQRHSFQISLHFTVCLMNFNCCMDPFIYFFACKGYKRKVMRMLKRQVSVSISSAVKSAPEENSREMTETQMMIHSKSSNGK
CXCR6 block = CXCR6 (human) receptor inhibition | inhibition, % at 20 µM | 360,000 compounds, 0.36% hits | AID 602244 | O00574 | CHO-K1 PathHunter CXCR6 beta-arrestin, luminescence; in the data active means inhibition above about 34%, passing the limit was not always enough;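 further: antagonist mode with CXCL16 agonist at 10 nM final; 0% = 10 nM CXCL16 with DMSO and 100% = unstimulated wells without agonist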
APJ antag = blocks the human apelin receptor APJ; inhibition, % at 20 µM; P35414; 330,000 compounds, 0.32% hits; AID 2521; CHO-K1 APJ beta-arrestin complementation, luminescence;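 active means inhibition above about 40% at 20 µM, limit read from the data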;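 further: cells challenged with 10 nM apelin-13 agonist together with compound; plate controls were apelin-13 plus DMSO wells for no effect and DMSO wells lacking apelin-13 for full effect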
The depositor's hits bear a star; · = not tested or not shown. Some of the compounds tested; rates above refer to the full screens.

SMILES	CCR6 antagonist	Mdm2 MdmX PPI	APJ ag	UPR CHOP act	tim23-1 inh	XBP1 UPR activ	EBI2 block	CXCR6 block	APJ antag
O=c1oc2ccccc2cc1-c1nc(-c2ccccc2)no1	11	-107	-1	-4.0	-8	-7	-2	2	4
COc1ccc(C2=NN(C(=O)CSC3=NN4CCCC(=O)N=C4S3)C(c3cccc(OC)c3OC)C2)cc1 (stereo not given)	-5	12	0	2.5	25	-1	3	6	3
Cc1n[nH]c(=O)c2c(NC(=O)CSc3ccc(Br)cc3)oc(C)c12	10	-23	-2	-1.6	5	-2	12	2	6
Cc1c(NC(=O)CN2CCC(C(N)=O)CC2)cccc1[N+](=O)[O-]	-16	18	-2	0.2	8	-2	3	-3	-1
CC1(C)CC(=O)C2=C(C1)NC(=O)CC2c1cc(F)ccc1F (stereo not given)	9	27	-1	3.2	11	1	-8	0	17
C#CCN(C(=O)c1cc(COc2cccc(C(F)(F)F)c2)on1)C1CCCCC1	10	1	-6	-0.6	25	-8	20	5	-1
Cc1cccc(CN2CCN(CC(=O)NCc3ccc(F)cc3)C2=O)c1	-10	-12	-2	0.3	18	1	-7	6	-54
Cc1ccc(NC(=O)Nc2ccno2)cc1	-10	-6	9	2.0	3	-1	-9	-20	-23
O=C(Nc1nnc(COc2ccc(F)cc2)s1)c1ccco1	16	-16	-5	1.2	28	-2	-2	0	-8
COc1ccccc1CN1CC(C(=O)N(C)Cc2ccncc2C)CCC1=O (stereo not given)	2	12	3	-0.1	-8	-3	2	-10	-6
C=CCc1cccc2cc(C(=O)OCC)c(=O)oc12	9	2	0	0.5	13	1	-7	-11	-9
CCCCN1C(=S)NC[C@@H]1C(C)CC (stereo not given in full)	-4	-2	4	0.1	29	2	-7	-2	17
CC(CNc1nc2ccc(Cl)cc2n2cnnc12)c1ccccc1 (stereo not given)	13	26	3	1.2	12	1	6	5	0
CCOC(=O)Cn1c(=O)oc2cc(S(=O)(=O)Nc3ccc(N(CC)CC)cc3C)ccc21	-3	20	3	0.3	5	-3	-11	-5	3
CCOc1ccc(C(=O)N2CCCC(c3nc(-c4ccc(C)o4)no3)C2)cc1 (stereo not given)	14	11	-1	1.4	9	-4	8	-1	18
COC(=O)[C@@]1(Cc2ccc(F)cc2)[C@H]2c3cc(C(=O)N4CCCC4)n(CCCNc4ncc(C(F)(F)F)cc4Cl)c3C[C@H]2CN1C(=O)c1ccccc1	8	62*	-7	8.5	27	-1	8	10	23
COC(=O)c1ccc(CN2[C@H](C(=O)OC)C[C@@]3(O)[C@@H](O)[C@@H](O)[C@@H](O)C[C@@H]23)cc1	-6	12	-4	-0.2	4	2	2	-3	4
Cc1ccc(C(=O)N2CCCC(c3nc4c(nnn4Cc4ccccc4)c(=O)[nH]3)C2)cc1 (stereo not given)	0	10	-5	0.8	-10	0	-2	-2	9
CCOC(=O)c1cnc2c(cnn2C)c1Cl	11	-7	0	-1.8	-23	-5	-10	-7	-5
N=c1n(CCN2CCOCC2)c2ccccc2n1CC(O)COc1ccccc1 (stereo not given)	0	16	0	4.3	10	-6	-6	-9	-8
COc1ccc(S(=O)(=O)N2CCN(c3ccc(F)cc3)CC2)cc1OC	9	21	-2	1.9	15	-5	-3	4	-10
CC(=O)c1ccc(N2CCN(C(=O)C3CCCN(S(=O)(=O)c4c(C)[nH]c(=O)[nH]c4=O)C3)CC2)cc1 (stereo not given)	11	-5	-3	-1.0	17	-2	0	1	9
CCOc1ccccc1N(CC(=O)Nc1cc(OC)ccc1OC)S(C)(=O)=O	-1	19	-1	-1.5	26	3	0	8	10
COc1cc(C)c(S(=O)(=O)n2nnc3ccccc32)cc1C	-18	5	2	-3.3	16	-1	2	-11	-21
COc1cccc(NC(=S)NNC(=O)Cn2nc(C(F)F)cc2C(F)F)c1	11	9	0	-0.7	17	1	-7	15	21
Cc1csc(NC(=O)CCNC(=O)c2ccc([N+](=O)[O-])cc2)n1	-5	12	1	1.1	-1	-2	-5	-8	-33
Cc1cc(C)nc(SCC(=O)Nc2sc3c(c2C#N)CCC(C)C3)n1 (stereo not given)	3	27	4	0.9	-18	-2	-4	11	-7
O=C(NCC1CCN(Cc2ccc(Cl)cc2)CC1)C1CCCN(c2ncnc3c2nc2n3CCCCC2)C1 (stereo not given)	23	38	1	-0.6	-38	-6	-2	1	-8
CCOC(=O)c1sc(Nc2nc3c(OC)cccc3s2)cc1C	-13	-41	-1	2.5	26	11	29	-15	-28
CC(Sc1nc(-c2ccccc2)cc(C(F)(F)F)n1)C(=O)Nc1ccc2c(c1)OCO2 (stereo not given)	6	38	0	-1.5	1	-4	18	2	-20

Among those listed so far, these have an NH in an aromatic ring:
SMILES	CCR6 antagonist	Mdm2 MdmX PPI	APJ ag	UPR CHOP act	tim23-1 inh	XBP1 UPR activ	EBI2 block	CXCR6 block	APJ antag
Cc1n[nH]c(=O)c2c(NC(=O)CSc3ccc(Br)cc3)oc(C)c12	10	-23	-2	-1.6	5	-2	12	2	6
Cc1ccc(C(=O)N2CCCC(c3nc4c(nnn4Cc4ccccc4)c(=O)[nH]3)C2)cc1 (stereo not given)	0	10	-5	0.8	-10	0	-2	-2	9
CC(=O)c1ccc(N2CCN(C(=O)C3CCCN(S(=O)(=O)c4c(C)[nH]c(=O)[nH]c4=O)C3)CC2)cc1 (stereo not given)	11	-5	-3	-1.0	17	-2	0	1	9

Printed as active in Mdm2 MdmX PPI, of those listed so far:
Compound	CCR6 antagonist	Mdm2 MdmX PPI	XBP1 UPR activ	EBI2 block	CXCR6 block	APJ antag
COC(=O)[C@@]1(Cc2ccc(F)cc2)[C@H]2c3cc(C(=O)N4CCCC4)n(CCCNc4ncc(C(F)(F)F)cc4Cl)c3C[C@H]2CN1C(=O)c1ccccc1	8	62*	-1	8	10	23

Additional compounds follow:
SMILES	CCR6 antagonist	Mdm2 MdmX PPI	APJ ag	UPR CHOP act	tim23-1 inh	XBP1 UPR activ	EBI2 block	CXCR6 block	APJ antag
Cc1c(C(=O)N2CCC(C)CC2)oc2ccc(S(=O)(=O)N3CCC4(CC3)OCCO4)cc12	2	16	-1	-1.8	24	-3	8	-7	11
O=C(CCS(=O)(=O)c1ccc2c(c1)NC(=O)CS2)NCCc1ccccc1	8	18	-5	2.7	5	-6	8	-5	11
c1ccc2ncc(-n3cnnn3)cc2c1	13	-34	-3	-0.1	7	0	-11	-6	-9
CCCc1ccc(OCC(=O)NNC(=O)c2cccnc2)cc1	0	17	2	-0.1	11	6	-1	12	8
Cc1cccc(N(C)S(=O)(=O)c2cccc3nsnc23)c1	2	5	17	0.3	28	-2	-14	4	-2
COc1ccc(-c2c(C)cc3oc(=O)cc(-c4ccccc4)c3c2C)cc1C=O	16	27	·	3.7	31	8	13	-6	·
Cc1ccc(C(=O)OCc2nnc(-c3ccc(Br)cc3)o2)cc1	14	17	0	1.4	-3	1	-8	1	19
CCOC(=O)C1=CN(Cc2ccco2)S(=O)(=O)NC1c1cccc(OC)c1 (stereo not given)	20	11	·	0.0	38	0	-6	0	·
COc1cc(NS(=O)(=O)c2ccc(NC(=O)/C=C/c3ccc([N+](=O)[O-])cc3)cc2)ncn1	19	-19	2	-0.6	6	-1	-21	-1	16
COc1ccc([N+](=O)[O-])cc1NC(=O)c1cn(-c2ccc(Cl)cc2)c(=O)c2ccccc12	2	1	-1	0.8	11	-1	-19	6	0
Cc1ccc(NC(=O)CCn2cnc3cc(C)c(C)cc32)cc1	4	-10	-2	-1.0	13	-2	-9	-6	13
O=C(Nc1ccccc1)N1CCN(S(=O)(=O)c2ccccc2)CC1	-1	4	1	-3.0	14	-3	6	4	16
CCCn1c(N)c(N(CCOC)C(=O)c2ccc(-c3ccccc3)cc2)c(=O)[nH]c1=O	3	5	-3	-1.6	6	1	4	1	-4
CC(C)c1nc(NCc2ccccc2)c(C#N)c2c1CCCC2	21	42	-2	2.0	-1	4	21	-2	10
COCCNC(=O)NC(=O)COC(=O)C12CC3CC(CC(NC(C)=O)(C3)C1)C2	-9	-9	2	-1.7	5	-3	1	0	-19
CN1CCN(C2=Cc3ccccc3Sc3cc(F)c(F)cc32)CC1	-9	36	2	-0.9	-6	-2	1	0	14
CCOc1ccc(C(C)C)cc1S(=O)(=O)n1nc(C)cc1C	14	13	-4	-3.1	37	-3	-2	-5	16
Nn1c(SCC(=O)Nc2ccccc2F)nnc1-c1cccnc1	-4	19	1	-1.1	-2	2	7	-9	6
O=c1cc(O)c2sc(Nc3ccc(F)cc3)nc2[nH]1	-5	66*	4	-0.8	-8	0	2	-13	-35
Clc1cnc(N/N=C/c2ccco2)c(Cl)c1	3	-145	1	-0.4	0	-3	-7	5	0
CC1CCN(CCCNC(=O)c2ccc3c(=O)n(Cc4ccc(Cl)cc4)c(=S)[nH]c3c2)CC1	-6	88*	2	3.9	17	0	5	8	11
COCCOC(=O)C(C#N)c1nc2ccccc2nc1N1CCN(Cc2ccccc2)CC1 (stereo not given)	36	3	-4	-5.4	25	-1	29	14	9
C=CCn1c(SCC(=O)NCCOC)nc2scc(-c3ccco3)c2c1=O	13	-20	1	1.1	0	3	-9	1	12
COc1ccc(S(=O)(=O)N2CCCCC2)cc1NC(=O)c1ccc([N+](=O)[O-])o1	3	44	4	16	5	4	-4	0	-70
NC(=O)COc1ncnc2scc(-c3ccc(F)cc3)c12	6	10	-2	-0.7	6	-1	-9	10	3
O=S(=O)(NCCc1ccc2c(c1)OCCO2)c1cccs1	-2	-14	-1	0.6	15	0	13	-12	3
CC1COc2ccccc2N1S(=O)(=O)c1ccc(Cl)cc1 (stereo not given)	30	6	-1	-0.8	-9	-2	11	10	3
CC(C)(C)OC(=O)N1CCC[C@H]1c1nnc(SCc2ccc(Cl)cc2)o1	11	18	-4	0.4	27	-2	0	-10	8
C=CCn1c(CCn2c3ccccc3c3ccccc32)n[nH]c1=S	4	-4	-1	-0.8	29	0	-7	0	15
Cc1nnc(SCc2ccc(CSc3nnc(C)c(=O)[nH]3)cc2)[nH]c1=O	2	25	-4	0.5	1	2	-9	2	8
CCOCCCNC(=O)C(NC(=O)Cc1cccs1)c1ccc(Cl)cc1 (stereo not given)	-4	-1	-5	-0.5	2	-2	-5	-7	6
O=C(CN1C(=O)C2C3C=CC(C3)C2C1=O)NCCN1CCCc2ccccc21 (stereo not given)	9	-15	-1	0.8	6	1	5	8	-11
C[N+]1(CN2C(=O)C3C4C=CC(C4)C3C2=O)CCCCC1 (stereo not given)	5	2	4	-0.3	-6	2	8	-9	12
Cn1ccnc1C(=O)c1ccc(N)cc1	20	21	-1	1.2	2	1	-11	-5	-4
O=C(OCCCN=C1NS(=O)(=O)c2ccccc21)C1CC(=O)N(c2ccc(Cl)cc2)C1 (stereo not given)	1	14	-7	1.1	-4	-1	-14	8	-6
CCOC(=O)c1[nH]c(C)c(C(=O)NC2CCCCCC2)c1C	10	2	-4	0.2	3	-4	-1	-7	21
CC(C)(C)NC(=O)C1CCN(C(=O)c2ccc(Br)cc2)CC1	-2	-63	-4	-1.9	15	1	21	-9	-7
